Screens as filed in PubChem.
KCNK9 block: blocks the human KCNK9 two-pore domain potassium channel; Q9NPC2; AID 488922; B-score at 10 µM; HEK293 KCNK9, FluxOR thallium flux fluorescence; hits give low values; actives 1.2% (n = 310,000);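 active = ratio B-score over 3 SD below the library mean, with starting fluorescence within 5 SD of its mean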;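 note: negative B-score means less thallium flux so channel inhibition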
Target sequence (Q9NPC2 whole entry, looked up, the tested form may be a part): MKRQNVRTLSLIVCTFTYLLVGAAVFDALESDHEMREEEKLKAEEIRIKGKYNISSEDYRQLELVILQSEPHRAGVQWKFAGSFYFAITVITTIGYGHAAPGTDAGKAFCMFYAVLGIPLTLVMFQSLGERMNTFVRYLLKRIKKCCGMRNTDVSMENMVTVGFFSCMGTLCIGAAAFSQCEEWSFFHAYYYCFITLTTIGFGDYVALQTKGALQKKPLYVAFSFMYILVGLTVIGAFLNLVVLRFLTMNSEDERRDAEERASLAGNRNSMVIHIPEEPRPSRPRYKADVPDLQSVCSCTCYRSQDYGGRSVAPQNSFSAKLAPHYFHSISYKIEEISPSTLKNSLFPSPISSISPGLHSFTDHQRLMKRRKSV
HDAC3 inhib: blocks human histone deacetylase 3 | O15379 | recombinant HDAC3, fluorogenic peptide/trypsin coupled, fluorescence | inhibition, % at 8.3 µM | actives 0.15% (n = 320,000) | AID 2718; in the data active = inhibition above about 26%, passing the limit was not always enough; inconclusive = no clear call, values can overlap the other calls
Target sequence (O15379 whole entry, looked up): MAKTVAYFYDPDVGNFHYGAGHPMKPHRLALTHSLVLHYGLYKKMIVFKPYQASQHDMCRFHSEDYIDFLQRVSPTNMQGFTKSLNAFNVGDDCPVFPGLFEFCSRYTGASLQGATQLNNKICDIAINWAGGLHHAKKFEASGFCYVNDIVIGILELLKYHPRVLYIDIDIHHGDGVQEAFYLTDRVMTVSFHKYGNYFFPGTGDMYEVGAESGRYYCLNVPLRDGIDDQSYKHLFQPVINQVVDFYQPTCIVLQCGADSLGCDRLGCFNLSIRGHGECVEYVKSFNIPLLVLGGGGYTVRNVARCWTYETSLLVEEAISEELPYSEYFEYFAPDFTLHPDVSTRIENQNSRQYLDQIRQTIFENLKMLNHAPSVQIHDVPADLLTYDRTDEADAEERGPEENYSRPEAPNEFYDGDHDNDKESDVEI
KCNQ1 act: human KCNQ1 channel potentiation or activation; CHO-K1 KCNQ1, thallium flux FluxOR fluorescence; hits give high values; actives 0.35% (n = 310,000); AID 2648; B-score at 10 µM; P51787;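 active = fluorescence ratio B-score, a plate-corrected score, at least three library SD, with initial intensity B-score within 5 SD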
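Assay system: CHO-K1 cells stably expressing KCNQ1. Medium: assay buffer for compound exposure, DMSO matched across wells. Timing: 37 °C overnight plating, 90-min dark dye load, 20-min compound pretreatment. Signal: kinetic FluxOR fluorescence, 10 s baseline plus 110 s post-stimulus.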
ANO1 activ: activators or potentiators of mouse TMEM16A chloride channel | actives 0.3% (n = 340,000) | B-score at 10 µM | HEK293 TMEM16A/YFP-H148Q/I152L, iodide quench fluorescence; hits give low values | AID 623877;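 active = fluorescence-ratio B-score plate-corrected deviation score at least 3 library SD below zero, with starting fluorescence score within 5 deviations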;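 note: channel opened by trigger with iodide after compound preincubation; score built on the fluorescence ratio of max minus min over baseline; more negative score means more quench and so TMEM16A activation or potentiation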
KCNK3 block: human KCNK3 channel inhibition, primary screen | AID 602410 | CHO-KCNK3 thallium flux, FluxOR fluorescence; hits give low values | B-score at 10 µM | actives 0.84% (n = 340,000);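 active = B-score under library mean minus 4 SD, starting fluorescence ratio at most library mean plus 5 SD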;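 note: more negative B-score means stronger inhibition of thallium flux through KCNK3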
KCNQ1 block: human KCNQ1 channel inhibition. CHO-K1 KCNQ1, FluxOR thallium flux fluorescence; hits give high values. P51787. actives 1.3% (n = 310,000). B-score at 10 µM. AID 2642;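 active = compounds whose thallium flux B-score, printed positive for inhibition, exceeds three library SD while starting fluorescence stays within three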;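 note: channel opened by potassium depolarization with thallium stimulus after 20 min compound exposure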
hERG rescue: compounds protecting human hERG from proarrhythmic drug block; Q12809; CHO-hERG, FluxOR thallium flux, dofetilide IC70 present; activation (rescue from dofetilide block), less the hit threshold, % at 10 µM; actives 0.51% (n = 310,000); AID 1511;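 active = activation above the mean of controls blocked by dofetilide plus 5 SD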;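 note: thallium influx through hERG after potassium depolarization seen as dye fluorescence rise; in these data hits start at about 4.7%; inactives centre near -7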
RGS4 act: potentiators or activators of RGS4; HEK293 M3R/inducible RGS4, carbachol calcium flux Fluo4; hits give low values; B-score at 10 µM; actives 0.92% (n = 310,000); AID 463111;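 active = B-score of the integrated calcium signal more than 4 SD below the library mean, with starting fluorescence not abnormally high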;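 note: negative B-score means reduced calcium response which marks RGS4 activation or potentiation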
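Test system: HEK293 cells with stable M3R and inducible RGS4; also added: carbachol at ECmax as muscarinic agonist stimulus; schedule: dye loading 30 min 37 °C, buffer rest 30 min RT; technique: kinetic calcium fluorescence imaging with Fluo4-AM dye, 2 µM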
ANO1 block: blocks the mouse calcium-activated chloride channel TMEM16A; actives 1.2% (n = 310,000); normalized B-score (activity score, 25-100; higher = stronger inhibition) at 10 µM; AID 588511; HEK293 TMEM16A/YFP iodide influx fluorescence, ionomycin; Q8BHY3;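 active = ratio plate-corrected score three or more library SD toward inhibition, starting fluorescence score within five deviations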;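 note: score derived from kinetic fluorescence span divided by baseline fluorescence per well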
SKKanGAS inh: SKKanGAS growth inhibition; S. pyogenes SKKanGAS, kanamycin growth, BacTiter-Glo, 6 h; inhibition, % at 7.5 µM; actives 1.3% (n = 300,000); AID 1662;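 active = mean replicate score, as percent of positive control median, at least 50; inconclusive = mean below 50 but one replicate at or above 50; inactive = mean and every replicate below 50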;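 note: strain carries kanamycin resistance gene driven by streptokinase promoter and grows in 40 µg/ml kanamycin; loss of luminescence reflects streptokinase promoter inhibition or plain growth inhibition; 0% = median of DMSO wells and 100% = positive control at its reference dose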
RGS4 inh: inhibitors of human RGS4; B-score at 10 µM; HEK293 M3R/RGS4 inducible, Fluo-4 calcium flux; hits give high values; triggered by carbachol at its EC20; actives 0.45% (n = 310,000); AID 463165;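 active = B-score, a plate-corrected calcium signal, over three deviations above library mean, with baseline fluorescence within five deviations of library mean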;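 note: RGS4 expression induced by doxycycline in cells with stable M3 receptor; B-score is computed from the integrated fluorescence ratio over baseline after carbachol; higher B-score means a larger calcium signal and so more RGS4 inhibition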
Target sequence (P49798 whole entry, looked up): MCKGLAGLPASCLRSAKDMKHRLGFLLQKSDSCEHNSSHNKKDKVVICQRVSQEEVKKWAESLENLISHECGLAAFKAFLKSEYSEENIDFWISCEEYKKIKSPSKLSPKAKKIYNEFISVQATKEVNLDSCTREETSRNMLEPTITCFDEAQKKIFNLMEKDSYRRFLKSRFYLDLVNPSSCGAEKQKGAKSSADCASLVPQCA
An asterisk follows results filed as active; i = inactive; ? = inconclusive; . = no result given. No enrichment for hits; about 6.3% have a hit in one of these screens.

SMILES | KCNK9 block | HDAC3 inhib | KCNQ1 act | ANO1 activ | KCNK3 block | KCNQ1 block | hERG rescue | RGS4 act | ANO1 block | SKKanGAS inh | RGS4 inh
CSc1ccccc1NC(=S)NC1CCCC1 | i | -8 | i | i | i | i | -6 | i | i | 15 | i
COc1cccc(/C=N/Nc2ncccc2[N+](=O)[O-])c1OC | i | 6 | i | i | i | i | -10 | i | i | 17 | i
CCOC(=O)c1cccc(NC(=O)/C=C/c2ccc([N+](=O)[O-])cc2)c1 | i | 11 | i | i | i | i | -8 | i | i | 16 | i
CCCCn1c(=O)[nH]c(=O)c2c1nc(-c1cc3c(cc1Br)OCO3)n2C | i | ? | i | i | i | i | -7 | i | i | 0 | i
Cc1ccc(-c2nn(-c3ccc(F)cc3)cc2C(=O)NCC2CCCO2)cc1 (stereo not given) | i | -1 | i | i | i | i | -20 | i | i | -6 | i
Cc1csc(NC(=O)C2CCCN(S(=O)(=O)c3ccc4c(c3)oc(=O)n4C)C2)n1 (stereo not given) | i | -1 | i | i | i | i | -10 | i | i | -5 | i
Cc1cc(OC(C)C(=O)NCc2ccncc2)c2c(C)c(C)c(=O)oc2c1 (stereo not given) | i | 5 | i | i | i | i | -6 | i | i | -6 | i
CC(C)OC(=O)c1sc2nc(-c3ccccc3)ccc2c1N | i | -4 | i | i | i | i | -6 | i | i | -11 | i
CC(CCc1ccccc1)NCc1cccc2ccccc12 (stereo not given) | i | 12 | i | i | i | i | -12 | i | i | 3 | i
COc1cccc(NC(=O)CC(=O)c2ccccc2)c1 | i | -3 | i | i | i | i | -10 | i | i | 1 | i
COC(=O)C(C)(C(=O)OC)c1ccc(C(F)(F)F)cc1[N+](=O)[O-] | i | 3 | i | i | i | i | -3 | i | i | -5 | i
O=C(Nc1ccc(F)cc1F)c1cccc(C(=O)Nc2ccc(F)cc2F)n1 | i | . | i | i | i | i | -9 | i | i | -2 | i
CC(=O)c1c(C)[nH]c(C(=O)OCc2c(F)cccc2Cl)c1C | i | 0 | i | i | i | i | -2 | i | i | 2 | i
Cn1cc(S(=O)(=O)N2CCN(C(=O)c3ccco3)CC2)c(=O)n(C)c1=O | i | . | i | i | i | i | -4 | i | i | -4 | i
Cc1ccc(S(=O)(=O)NC(CC(C)C)C(=O)N2CCOCCOCCOCC2)cc1 (stereo not given) | i | 1 | i | i | i | i | -9 | i | i | 0 | i
CCN(CC)S(=O)(=O)c1ccc(NC(=O)c2cccs2)cc1 | i | 1 | i | i | -10* | i | -14 | i | i | -5 | i
COc1ccccc1N1CCN(C(=O)c2ccccc2Oc2ccccc2)CC1 | i | -14 | i | i | i | i | -17 | i | i | 2 | i
O=C(Nc1ccc(F)cc1)N1CCOCC1 | i | 1 | i | i | i | i | -15 | i | i | -1 | i
COc1ccc(OC)c(-n2c(-c3ccc(O)cc3O)n[nH]c2=S)c1 | i | -1 | i | i | i | i | -6 | i | i | -10 | i
Cc1occc1-c1nnc(SCC(=O)N2CCCc3ccccc32)n1Cc1ccco1 | i | . | i | i | i | i | -13 | i | . | 0 | i
Cc1cc(C)n(-c2nc(C)nc3sc4c(c23)CCC(C)C4)n1 (stereo not given) | i | ? | i | i | i | i | 1 | i | i | 10 | i
COC(=O)c1ccc(CNC(=O)CSc2nc3ccccc3[nH]2)cc1 | i | -2 | i | i | i | i | -13 | i | i | -20 | i
Cc1cccc(C(=O)Nc2nnc(S(=O)(=O)N3CCCCCC3)s2)c1 | i | 0 | i | i | i | i | -10 | i | i | 17 | i
O=C(COC(=O)c1cc(NS(=O)(=O)c2cccs2)ccc1O)Nc1cc(Cl)ccc1Cl | i | -41 | i | i | i | i | -2 | i | i | 1 | i
CCC(=O)Oc1ccc(C(=O)Nc2c[nH]c(=O)[nH]c2=O)cc1 | i | -1 | i | i | i | i | -9 | i | i | 5 | i

KCNK3 block: hit marks shown above
compound	KCNK9 block	HDAC3 inhib	KCNQ1 act	ANO1 activ	KCNK3 block	KCNQ1 block	RGS4 inh
CCN(CC)S(=O)(=O)c1ccc(NC(=O)c2cccs2)cc1	i	1	i	i	-10*	i	i

Compound profiles, as listed above. Screens in order: KCNK9 block, HDAC3 inhib, KCNQ1 act, ANO1 activ, KCNK3 block, KCNQ1 block, hERG rescue, RGS4 act, ANO1 block, SKKanGAS inh, RGS4 inh
Profile of O=C(Nc1ccc(F)cc1F)c1cccc(C(=O)Nc2ccc(F)cc2F)n1 = i, ., i, i, i, i, -9, i, i, -2, i
Profile of Cc1cccc(C(=O)Nc2nnc(S(=O)(=O)N3CCCCCC3)s2)c1 = i, 0, i, i, i, i, -10, i, i, 17, i

Carrying on.
SMILES | KCNK9 block | HDAC3 inhib | KCNQ1 act | ANO1 activ | KCNK3 block | KCNQ1 block | hERG rescue | RGS4 act | ANO1 block | SKKanGAS inh | RGS4 inh
Cc1ccc(O)c(C(CC(=O)NCc2cccnc2)c2ccccc2)c1 (stereo not given) | i | -3 | i | i | i | i | -14 | i | i | 7 | i
Cc1cc(C)nc(CC(N)=O)n1 | i | 0 | i | i | i | i | -3 | i | i | -1 | i
Cc1ccc(C)c(N2CCN(C(=O)Cn3ncc4c([nH]c5ccc(C)cc54)c3=O)CC2)c1 | i | ? | i | i | i | i | -5 | i | i | -2 | i
COCc1cc(C)nc(OCC(=O)N/N=C/c2ccc(C)cc2)c1C#N | i | -3 | i | i | i | i | -14 | i | i | 7 | i
COc1cc2c(C#N)c(N3CCCCC3)nc(N)c2c(N)n1 | i | 0 | i | i | i | i | -13 | i | i | 45 | i
COc1cc(C(=O)Nc2nc(-c3cc(C)ccc3C)c(C)s2)ccc1OCC(=O)Nc1ccc(F)cc1 | i | -10 | i | i | i | i | -9 | i | i | 30 | i
COc1ccccc1NC(=O)CN(Cc1ccco1)C(=O)c1ccc(Cl)nc1 | i | -1 | i | i | i | i | -11 | i | i | 17 | i
CSc1nsc(SC)c1C(=O)O | i | -2 | i | i | i | i | -7 | i | i | 1 | i
COC(=O)Cc1ccc(NC(=S)N2CCCC(C)C2)cc1 (stereo not given) | i | 3 | i | i | i | i | -10 | i | i | -1 | i
CCC(C)(C)NC(=O)c1ccc2c(c1)N(CC(=O)N1CCCC1)C(=O)C(C)(C)O2 | i | 0 | i | i | i | i | -10 | i | i | -2 | i
CCC1CC2(C)NC(=O)c3c(sc4c3CC(C)(C)OC4)N2C1=O (stereo not given) | i | . | i | i | i | i | -10 | i | . | 4 | i
COc1ccc(S(=O)(=O)N(C)CC(=O)NCCc2ccccc2)cc1OC | i | -11 | i | i | i | i | -9 | i | i | 3 | i
COc1ccc(CN2C(=O)c3cccnc3C2Nc2cc(Cl)c(OC)cc2OC)cc1 (stereo not given) | i | 8 | i | i | i | i | -9 | i | i | -1 | i
COc1ccc(-c2c(C#N)sc(C(N)=O)c2-c2ccc(OC)cc2)cc1 | i | -5 | i | i | i | i | -3 | i | i | -1 | i
CCOC(=O)c1ccc(Cl)c(NC(=O)c2ccc(-c3ccccc3)cc2)c1 | i | 6 | i | i | i | i | -3 | i | i | 1 | i
CCN(C(=O)CN1CCCCC1)C1(C)C(=O)c2ccccc2C1=O | i | 5 | i | i | i | i | -2 | i | i | -8 | i
COc1ccc(NS(=O)(=O)c2cc(NC(=O)c3cccnc3Cl)ccc2N2CCCC2)cc1 | i | 2 | i | i | i | i | -12 | i | i | -4 | i
CC1(C)CC(=O)C2=C(C1)OC(N)=C(C#N)C2C1C=CCCC1 (stereo not given) | i | 0 | i | i | i | i | 1 | i | i | -4 | i
Cn1ncc2c(NNC(=O)c3ccc(Cl)cc3Cl)ncnc21 | i | 0 | i | i | i | i | -5 | i | i | 3 | i
O=C(NCc1ccco1)c1cccc2c1C(=O)N(C1CCCCC1)C2 | i | 1 | i | i | i | i | -9 | i | i | -4 | i
CN(C)C(=O)C(=O)c1cccn1-c1cccc(Cl)c1C#N | i | 2 | i | i | i | i | -10 | i | i | -2 | i
Cc1ccc(S(=O)(=O)NCCCC(=O)N2CCC(C)CC2)cc1 | i | -2 | i | i | i | i | -6 | i | i | 8 | i
Cc1ccc(-c2nnn(CC(=O)N(CC(=O)NC3CCCC3)c3cccc(F)c3)n2)o1 | i | 4 | i | i | i | i | -2 | i | i | -1 | i
COc1cc2c3nc4n(c(=O)c3n(CC(=O)NCC3CCCO3)c2cc1OC)CCS4 (stereo not given) | i | -12 | i | i | i | i | -3 | i | i | -13 | i
CCN1C(=O)[C@H]2[C@@H](c3ccc(-c4ccccc4)cc3)N[C@@](C)(C(=O)OC)[C@H]2C1=O | i | -11 | i | i | i | i | -8 | i | i | -6 | i
Nc1ccc(/C=C/C(=O)c2cccs2)cc1 | i | 7 | i | -5.7* | -9.3* | i | -17 | i | i | -3 | i
CC1=C(C(=O)Nc2ccccn2)C(c2cccnc2)n2nnnc2N1 (stereo not given) | i | 3 | i | i | i | i | -6 | i | i | 0 | i

5 consecutive entries out of the list so far:
SMILES | KCNK9 block | HDAC3 inhib | KCNQ1 act | ANO1 activ | KCNK3 block | KCNQ1 block | hERG rescue | RGS4 act | ANO1 block | SKKanGAS inh | RGS4 inh
Cc1ccc(O)c(C(CC(=O)NCc2cccnc2)c2ccccc2)c1 (stereo not given) | i | -3 | i | i | i | i | -14 | i | i | 7 | i
Cc1cc(C)nc(CC(N)=O)n1 | i | 0 | i | i | i | i | -3 | i | i | -1 | i
Cc1ccc(C)c(N2CCN(C(=O)Cn3ncc4c([nH]c5ccc(C)cc54)c3=O)CC2)c1 | i | ? | i | i | i | i | -5 | i | i | -2 | i
COCc1cc(C)nc(OCC(=O)N/N=C/c2ccc(C)cc2)c1C#N | i | -3 | i | i | i | i | -14 | i | i | 7 | i
COc1cc2c(C#N)c(N3CCCCC3)nc(N)c2c(N)n1 | i | 0 | i | i | i | i | -13 | i | i | 45 | i
